Vif-APOBEC3G blk = Vif-A3G binding inhibition | Potency, µM (top dose mostly 46.1 µM), for the others: at the top dose activity, negative = active, usual class: inhibitors | AID 602310 | Q9HC16 | HeLa A3G-eYFP + Vif (tagged APOBEC3G with the HIV-1 protein that degrades it), YFP fluorescence, overnight | 410,000 tested, 0.076% active;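 also: potency is read from the fitted curve at half-maximal effect; % is scaled to controls: 0 for no effect and ±100 for the full control effect; nearly all actives have a fitted effect of over 60% in size; hits raise eYFP signal because A3G escapes Vif-driven loss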
Target sequence (Q9HC16 whole entry, looked up): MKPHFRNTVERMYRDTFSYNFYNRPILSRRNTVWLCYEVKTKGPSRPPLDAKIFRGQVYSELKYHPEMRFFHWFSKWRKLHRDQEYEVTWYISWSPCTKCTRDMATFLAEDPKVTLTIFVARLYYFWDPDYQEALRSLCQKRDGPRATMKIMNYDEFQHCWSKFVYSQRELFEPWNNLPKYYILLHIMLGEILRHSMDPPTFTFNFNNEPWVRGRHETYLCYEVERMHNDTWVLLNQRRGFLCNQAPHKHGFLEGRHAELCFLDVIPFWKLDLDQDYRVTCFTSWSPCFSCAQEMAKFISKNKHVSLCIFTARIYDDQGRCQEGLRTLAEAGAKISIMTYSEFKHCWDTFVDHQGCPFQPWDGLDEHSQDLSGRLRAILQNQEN
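Read-out is eYFP fluorescence (Ex 488/Em 500-530) from Vif-expressing HeLa A3G-eYFP cells; more signal means A3G escaped Vif-mediated degradation. Cells plated overnight, compound pinned in, incubated overnight at 37 deg C.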
IDH1 R132H inh = inhibitors of human mutant IDH1 R132H; O75874; IDH1-R132H enzyme, NADPH consumption, diaphorase/resazurin fluorescence; Potency, µM (top dose mostly 76.6 µM), without a hit: at the top dose activity change, negative = inhibition, hits mostly inhibitors; 390,000 tested, 0.093% active; also: potency is read from the fitted curve at half-maximal effect; % is scaled to controls: 0 for no effect and ±100 for the full control effect; nearly all actives have a fitted effect of over 65% in size
Target sequence (O75874 whole entry R132H, stated change not applied): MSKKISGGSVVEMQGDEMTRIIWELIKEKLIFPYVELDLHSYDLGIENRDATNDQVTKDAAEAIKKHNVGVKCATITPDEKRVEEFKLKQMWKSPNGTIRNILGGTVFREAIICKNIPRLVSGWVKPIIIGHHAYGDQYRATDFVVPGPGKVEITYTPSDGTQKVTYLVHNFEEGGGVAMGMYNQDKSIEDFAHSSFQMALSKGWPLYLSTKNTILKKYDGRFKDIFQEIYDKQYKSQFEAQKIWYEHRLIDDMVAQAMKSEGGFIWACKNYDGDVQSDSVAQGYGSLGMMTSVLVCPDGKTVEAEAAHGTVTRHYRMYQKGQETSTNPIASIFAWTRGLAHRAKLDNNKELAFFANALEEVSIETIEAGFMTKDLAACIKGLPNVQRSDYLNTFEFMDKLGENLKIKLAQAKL
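IDH1-R132H (0.5 ug/mL) preincubated 30 min with compound, then NADPH (0.016 mM) and alpha-KG (2 mM) added; 80 min at RT, pH 7.5. Remaining NADPH coupled via diaphorase/resazurin to fluorescence (540/590 nm); concentration-response curves normalized to no-enzyme control.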
USP1-UAF1 inh = inhibitors of human USP1/UAF1 deubiquitinase; O94782; recombinant USP1/UAF1, Ub-Rhodamine cleavage fluorescence; Potency, µM (titrated, usually from 57.1 µM), for the others: top-dose activity change, negative = inhibition, hits mostly inhibitors; 390,000 tested, 0.23% active; AID 743255; also: potency is read from the fitted curve at half-maximal effect; % is scaled to controls: 0 for no effect and ±100 for the full control effect; nearly all actives have a fitted effect of over 60% in size; inactives centre near -12
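USP1/UAF1 complex at 1 nM was preincubated with compound for 15 min at room temperature, then Ub-Rho substrate (150nM final) was added. Fluorescence (480/540 nm) was read kinetically, 6 reads every 60 seconds.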
GRP78 ERSR act = ER stress response induction in glioma | U87-MG GRP78 promoter luciferase reporter, 16 h | 420,000 tested, 0.02% active | Potency, µM, for the others: top-dose activation, hits mostly activators; also: potency is read from the fitted curve at half-maximal effect; series mostly up to about 76 µM; % of control where 0% means no effect; nearly all actives have a fitted effect of over 35% in size
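ERSR induction read as luciferase luminescence (Bright-Glo, 10 min at room temperature) in stably transfected human U87-MG glioma cells exposed to compounds for 16 h, using GRP78 as sensor.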
TrxR1 substrate = rat thioredoxin reductase 1 substrate activity; O89049; purified TrxR1 substrate turnover, NADPH consumption readout; Potency, µM (doses to about 114 µM), for the others: at the highest dose activity change, negative = substrate turnover; 390,000 tested, 0.01% active; AID 588456; also: potency is read from the fitted curve at half-maximal effect; % is scaled to controls: 0 for no effect and ±100 for the full control effect; nearly all actives have a fitted effect of over 50% in size
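Rat TrxR1, dispensed at 90 nM, was prereduced with 400 uM NADPH (final) for 5 min at ~22 deg C, then incubated with compound 15 min before 400 uM selenite. A first-read NADPH fluorescence drop versus no-compound background flagged substrates.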
LDHA block = LDHA (human) enzyme inhibition | activity change, % (values are at about 110 or 230 µM) | P00338 | 480,000 tested, 0.15% active | purified LDHA, NADH/diaphorase-resazurin fluorescence; stronger effect = lower value; in the data active = activity change below about -30%; inconclusive = mostly about -25% to -30%;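 also: plate controls were DMSO wells for no effect and wells without enzyme for full effect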
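Enzyme activity of human lactate dehydrogenase 5 (2 nM; 0.06 mM NADH, 0.2 mM pyruvate, 5 min, RT) is measured via a resazurin/diaphorase fluorescence readout of residual NADH.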
RGS4 inhibitor = blocks human RGS4-accelerated GTP hydrolysis | 390,000 tested, 0.039% active | Transcreener GDP fluorescence polarization, RGS4-accelerated GTP hydrolysis | Potency, µM (series often up to 114 µM), for the others: at the top dose activity change, negative = inhibition, hits mostly inhibitors | P49798; also: potency is read from the fitted curve at half-maximal effect; % is scaled to controls: 0 for no effect and ±100 for the full control effect; nearly all actives have a fitted effect of over 75% in size; some results filed as inactive show a strong effect at the top dose
Target sequence (P49798 whole entry, looked up): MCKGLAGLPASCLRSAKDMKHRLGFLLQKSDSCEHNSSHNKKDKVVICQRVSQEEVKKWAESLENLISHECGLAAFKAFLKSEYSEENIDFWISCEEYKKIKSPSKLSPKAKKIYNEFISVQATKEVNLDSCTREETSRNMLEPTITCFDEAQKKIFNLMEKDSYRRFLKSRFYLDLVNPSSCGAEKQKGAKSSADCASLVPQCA
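MLSMR compounds (23 nl, pin-transferred) preincubated 10 min at room temperature with a 500nM (2x) first reagent, then RGS4 at 900nM (2x) plus Transcreener GDP mix added; fluorescence polarization (620/688 nm) read before and after 90 min at 30 °C.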
rTrxR1 inhibitor = rat TrxR1 inhibition; 390,000 tested, 1% active; recombinant rTrxR1, NADPH fluorescence consumption, selenite substrate; O89049; Potency, µM (titrated, usually from 114 µM), for inactives: top-dose activity change, negative = inhibition, usual class: inhibitors; also: potency is read from the fitted curve at half-maximal effect; % is scaled to controls: 0 for no effect and ±100 for the full control effect; nearly all actives have a fitted effect of over 65% in size
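Rat TrxR1 (90 nM in the dispensed reagent) was pre-reduced with 400 uM NADPH for 5 min at room temperature, then incubated with compound for 15 min. After 400 uM selenite was added, NADPH fluorescence (Ex 340/Em 450 nm) was followed for 8 min.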
Vif-APOBEC3F blk = inhibitors of Vif-A3F interaction; HeLa A3F-eYFP + Vif (tagged APOBEC3F with the HIV-1 protein that degrades it), YFP fluorescence increase; Potency, µM (titrated, usually from 46.1 µM), for the others: top-dose activity, negative = active; 390,000 tested, 0.2% active; AID 602313; also: potency is read from the fitted curve at half-maximal effect; % of control where 0% means no effect; nearly all actives have a fitted effect of over 65% in size
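Fluorescence increase (Ex 488/Em 500-530) after overnight compound treatment at 37 deg C flags inhibition of Vif-driven A3F-eYFP loss in stable HeLa A3F-eYFP/Vif cells seeded overnight beforehand.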
Active calls of the source: *; ? = inconclusive; · = not tested or not shown; & = joins results of further samples; [ ] = dose if it differs, or a comment. Unless noted, calls follow the shape of the dose curve; as a rule, active = well fitted curve in the direction sought with a large enough effect; inconclusive = small, poorly fitted or top-dose-only effect, or another doubt; inactive = no such curve, though single readings can be large; an effect the other way counts as inactive or inconclusive.

SMILES	Vif-APOBEC3G blk	IDH1 R132H inh	USP1-UAF1 inh	GRP78 ERSR act	TrxR1 substrate	LDHA block	RGS4 inhibitor	rTrxR1 inhibitor	Vif-APOBEC3F blk
CC(OC(=O)CNC(=O)c1ccc2ccccc2c1)C(=O)N(C)C1CCCCC1 (stereo not drawn)	-2%	2%	-21%	2%	15%[57.1 µM]	-2	-14%	5%	-11%
O=C(COC(=O)Cc1ccc(Cl)cc1Cl)Nc1ccc(OC(F)F)cc1	-1%	0%	-25%	-4%	-9%	1	-7%	8%	7%
COc1ccc(N2CCN(C(=O)CCS(=O)(=O)c3ccc4c(c3)NC(=O)C(C)S4)CC2)cc1 (stereo not drawn)	3%	15%	-11%	3%	3%[57.1 µM]	-5	-8%[56.9 µM]	9%[57.1 µM]	-8%
O=c1oc2ccccc2c2c1C(O)CO2 (stereo not drawn)	6%	22%	-10%	0%	-1%	-10	16%	1%	-9%
CCOC(=O)c1c(C)[nH]c(C)c1C(=O)COC(=O)c1ccc(O)cc1	0%	5%	-20%	-5%	7%[57.1 µM]	1	-10%	14%[57.1 µM]	3%
c1ccc(-c2nnc(C(c3ccccc3)c3ccccc3)o2)cc1	-1%	2%	-9%	-3%	-12%	-1	-24%	-13%	3%
O=S(=O)(c1ccc2nc(N3CCN(c4ccccc4)CC3)ccc2c1)N1CCCCC1	1%&2%	-2%&14%	?	-12%&-3%	1%	-7&-13	9%&33%	30%	-5%&1%
CC(C)CCNC(=O)CSCc1cnn(-c2ccccc2)c1-n1cccc1	7%	-4%	-25%	-5%	2%	-6	-13%	7%	0%
COc1ccc(NC(=O)c2cc(C)no2)cc1	1%	2%	-22%	11%	0%	0	-17%	3%	4%
Cc1cccc(N2CCN(C(=O)c3ccc4c(c3)N(Cc3cccc(Cl)c3)C(=O)c3ccccc3S4=O)CC2C)c1 (stereo not drawn)	-2%	8%	-18%	-2%	3%[57.1 µM]	3	-3%	30%[57.1 µM]	-4%
CCOc1ccc(C2C(C(=O)c3cccs3)=C(O)C(=O)N2Cc2cccnc2)cc1 (stereo not drawn)	5%	5%	6%	-2%	5%[57.1 µM]	0	16%	6%[57.1 µM]	4%
O=C(NCCCN1CCCC1=O)c1cccc(S(=O)(=O)Nc2ccc(F)cc2)c1	1%	4%	-1%	-1%	-10%	-3	-18%	-6%	4%
COc1ccc(/C=N/NC(=O)c2nn(-c3ccc(C)c(C)c3)c(=O)c3ccccc23)cc1	-14%	2%	-15%	-5%	7%[57.1 µM]	-4	5%	15%[57.1 µM]	1%
O=C(CN1CCN(c2ncccn2)CC1)N1CCCC1	3%	-3%	-20%	-3%	10%[57.1 µM]	-23	7%	14%[57.1 µM]	-18%
Nc1nc(SCC(=O)c2cc(F)ccc2F)n[nH]1	-5%	-2%	-13%	2%	10%[57.1 µM]	-5	-7%	6%	-2%
O=C(Nc1ccccn1)C(=O)Nc1ccccn1	0%	-2%	-8%	-10%	-7%	-1	8%	-2%	6%
COCc1cc(C)nc(OCC(=O)N/N=C/c2ccc(O)cc2)c1C#N	0%	9%	-16%	-5%	-1%	1	-16%	3%	7%
O=C(CCCc1c[nH]c2ccccc12)NCC1COc2ccccc2O1 (stereo not drawn)	1%	-1%	-5%	-4%	-6%[57.1 µM]	-5	4%	-5%[57.1 µM]	13%
Cc1ccc2c(c1)C(N1CCCC1=O)CC(c1ccco1)N2 (stereo not drawn)	-12%	8%	-23%	-1%	55%[activator][57.1 µM]	2	7%[11.4 µM]	-44%	-3%
O=C(NNC(=O)c1cc2cc(OC(F)(F)F)ccc2[nH]1)c1cccc(C(F)(F)F)c1	2%	9%	-9%	-5%	-5%	3	-2%	18%	-10%
CCCCOc1ccc(C(=O)NCC(=O)NCCOc2ccccc2OC)cc1	-1%	0%	-5%	-1%	-5%	-13	26%	-8%	4%
C(=N\N(Cc1ccccc1)c1ccccc1)/c1ccco1	-9%	-7%	-21%	-4%	7%	0	?	-4%	10%
COc1ccc(-c2cc(C(=O)N3CCN(c4ccc(F)cc4)CC3)no2)cc1	1%	-7%	1%	2%	-10%	-5	-10%	17%[57.1 µM]	15%
CCN(CC)CCN=CC1=C(O)CNC1=O	4%	5%	-2%	-4%	-4%	-7	37%	-9%	1%
CN(C)c1ncnc2c1ccn2C1OC(CO)C(O)C1O (stereo not drawn)	-5%	1%	2%	-3%	7%[57.1 µM]	-20	1%	18%[11.4 µM]	7%
COc1cccc(Nc2ccc(N3CCCCC3)cc2)c1OC	-29%	·	·	-2%	4%	2&12	-32%	-5%	-23%
C=CCN(CC=C)S(=O)(=O)c1ccc(NC(=S)NC(=O)/C=C/c2cccc3ccccc23)cc1	-4%	-1%	5%	-3%	5%[57.1 µM]	-11	-19%	16%[57.1 µM]	-5%
CC1CN(C(=O)CN2C(=O)NC3(CCCC3)C2=O)C(=Nc2cccc(S(=O)(=O)N(C)C)c2)S1 (stereo not drawn)	0%	3%	-14%	-1%	-9%	-4	7%	1%	0%
COc1ccc(C)cc1NC(=O)c1ccc2c(c1)CCN2S(=O)(=O)c1ccc(Cl)cc1	-3%	-8%	?	0%	-1%	-7	-2%	20%	6%
COc1ccccc1N(CC(=O)NCc1ccc(F)cc1)C(=O)CCC(=O)Nc1ccccn1	1%	22%	-11%	-2%	2%	-3	15%	24%	9%

The last 6 records of the part above lead into the next.
SMILES	Vif-APOBEC3G blk	IDH1 R132H inh	USP1-UAF1 inh	GRP78 ERSR act	TrxR1 substrate	LDHA block	RGS4 inhibitor	rTrxR1 inhibitor	Vif-APOBEC3F blk
CN(C)c1ncnc2c1ccn2C1OC(CO)C(O)C1O (stereo not drawn)	-5%	1%	2%	-3%	7%[57.1 µM]	-20	1%	18%[11.4 µM]	7%
COc1cccc(Nc2ccc(N3CCCCC3)cc2)c1OC	-29%	·	·	-2%	4%	2&12	-32%	-5%	-23%
C=CCN(CC=C)S(=O)(=O)c1ccc(NC(=S)NC(=O)/C=C/c2cccc3ccccc23)cc1	-4%	-1%	5%	-3%	5%[57.1 µM]	-11	-19%	16%[57.1 µM]	-5%
CC1CN(C(=O)CN2C(=O)NC3(CCCC3)C2=O)C(=Nc2cccc(S(=O)(=O)N(C)C)c2)S1 (stereo not drawn)	0%	3%	-14%	-1%	-9%	-4	7%	1%	0%
COc1ccc(C)cc1NC(=O)c1ccc2c(c1)CCN2S(=O)(=O)c1ccc(Cl)cc1	-3%	-8%	?	0%	-1%	-7	-2%	20%	6%
COc1ccccc1N(CC(=O)NCc1ccc(F)cc1)C(=O)CCC(=O)Nc1ccccn1	1%	22%	-11%	-2%	2%	-3	15%	24%	9%
COc1ccc(Nc2ncnc3sccc23)c(OC)c1	5%	9%	-7%	3%	-3%	7	13%	5%	0%
CCOC(=O)CSc1nc(-c2ccc(OC)cc2)ns1	0%	4%	-3%	-10%	-14%	-3	9%[11.4 µM]	-2%[57.1 µM]	-2%
COc1cc2c(-c3ccc(C)cc3)nc3c(c(C)nn3-c3ccccc3)c2cc1OC	-3%	-10%	-6%	-3%	10%	-7	-2%	17%	1%
COc1ccc(-c2nnc(SCC(=O)N3CCCCC3)o2)cc1OC	-3%	10%	-6%	-5%	3%	-1	-21%	2%[57.1 µM]	-2%
O=c1c2c3nc4ccccc4nc3n(/N=C/c3ccncc3)c2ncn1-c1ccccc1	0%	-1%	-7%	-2%	0%	-5	43%	7%	2%
Cc1onc(-c2ccccc2Cl)c1C(=O)NCCn1c(C)cc2ccccc21	0%	-1%	-5%	0%	4%[57.1 µM]	-2	-8%	-5%[57.1 µM]	8%
Cc1ccc(S(=O)(=O)/N=c2\scc(C)n2C)cc1	-2%	-1%	15%	-2%	-6%	-1	-5%	-4%	-9%
O=C(Nc1nccs1)c1ccc(N2C(=O)C3CCCCC3C2=O)cc1 (stereo not drawn)	0%	-3%	?	0%	-5%	-8	46%	15%[57.1 µM]	-1%
CCCCn1cc(C(C)(C)C)c(C#N)c1NC(C)=O	0%	1%	?	0%	4%	0	7%	5%	1%
COC(=O)c1nnn(-c2nonc2N)c1-c1cccs1	0%	9%	5%	-2%	9%[57.1 µM]	-6	4%[11.4 µM]	-1%	-9%
Cc1cc(C)c2c(CN3CCCCC3)cc(=O)oc2c1	-1%	-7%	-20%	9%	1%[57.1 µM]	0&-1	11%	6%[57.1 µM]	-1%
O=C(CCSc1ccccc1)NC(=O)COC(=O)C1CCCCC1	0%	-3%	-7%	3%	-20%	1	4%	-1%	-3%
Cc1cc2cc3c(N)[nH]nc3nc2cc1C	-17%	-1%	-16%	10%	1%	-11	-3%	15%	3%
CCOC(=O)Cc1csc(NC(=O)c2cnc3sc(C)cn3c2=O)n1	-4%	-12%	-17%	0%	-8%	-7	9%	8%	-7%

Assay outcomes: PubChem BioAssay, National Center for Advancing Translational Sciences (NCATS)

Some of the compounds tested. The share of hits here may be higher or lower than overall.
